# LMPTP block: LMPTP phosphatase inhibitors, primary screen, biochemical, fluorescence intensity, uHTS; Low molecular weight phosphotyrosine protein phosphatase (Homo sapiens), P24666; recombinant LMPTP-A, OMFP fluorogenic substrate; inhibition, % at 20 µM; 360,000 tested, 0.22% active; AID 651560, 2012;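 active = compounds that cut the enzyme signal by at least half of the control window in the single-dose screen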;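 note: plate controls were DMSO wells with enzyme plus substrate for no effect and substrate without enzyme for full effect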
# Target sequence (P24666 whole entry, looked up): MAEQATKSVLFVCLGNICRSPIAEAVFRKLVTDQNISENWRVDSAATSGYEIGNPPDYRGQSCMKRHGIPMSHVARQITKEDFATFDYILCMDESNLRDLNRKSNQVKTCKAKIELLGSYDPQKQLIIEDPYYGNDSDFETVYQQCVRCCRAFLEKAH
#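 material = LMPTP-A | quantity = 0.625 nM enzyme | reagent = OMFP substrate, 400 µM final | buffer or medium = Bis-Tris pH 6.0, DTT, detergent | detection = endpoint fluorescence intensity from OMFP dephosphorylation | dosing = single 20 µM dose | read-out basis = % inhibition relative to no-enzyme and uninhibited control wells | control set = no-enzyme and uninhibited controls | timing = 50 min at room temperature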
# TbMetRS inhib: T. brucei MetRS inhibitors, primary screen, biochemical, luminescence; purified T. brucei MetRS, ATP depletion, Kinase-Glo luminescence; inhibition, % at 11.9 µM; 360,000 tested, 0.4% active;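 active = inhibition above a per-plate cutoff of the control wells' mean inhibition plus 3 SD, cut at about 5.5% in these data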;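 note: 0% = DMSO wells median and 100% = median of wells with control inhibitor compound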
#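 Assay system: T. brucei methionyl-tRNA synthetase, purified | Medium: HEPES buffer with MgCl2, KCl, DTT, spermine, BSA, pyrophosphatase | Compound: 11.9 µM single point | Incubation: 15 min enzyme-compound preincubation, 2 h reaction, 10 min detection, 25 °C | Measured by: Kinase-Glo luciferase luminescence reporting remaining unconsumed ATP | Measure: % inhibition normalized to control-well medians | Replication: Singlicate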
# SUMO1-SIM PPI: modulators of SUMO1 protein-protein interactions, primary screen, biochemical, uHTS. Small ubiquitin-related modifier 1 (Homo sapiens), P63165. SUMO1 binding to a labelled peptide, TR-FRET, 1 h. inhibition, % at 20 µM. 360,000 tested, 0.33% active. AID 602429, 2012; in the data active = inhibition above about 37%
# NadD block: inhibitors of S. aureus NadD, primary screen, biochemical, colorimetric, uHTS. 360,000 tested, 0.78% active. Nicotinate-nucleotide adenylyltransferase NadD (Staphylococcus aureus N315). purified NadD enzyme, colorimetric absorbance read-out. inhibition, % at 20 µM; in the data active = inhibition above about 26%; note: some compounds past the cut are filed as inactive
# DNMT1 block: human DNMT1 methyltransferase inhibitors, primary screen, biochemical, molecular beacon, fluorescence, HinP1I cleavage, uHTS; DNA (cytosine-5)-methyltransferase 1 (Homo sapiens), P26358; inhibition (reported as % activation of signal), % at 10 µM; 360,000 tested, 0.83% active; AID 588458, 2011; in the data active = inhibition above about 50%
# CSN deneddyl inh: inhibitors of CSN-mediated cullin deneddylation, primary screen, biochemical, fluorescence polarization, uHTS. Purified CSN, SCF-Nedd8-OG deneddylation. inhibition, % at 12.5 µM. 360,000 tested, 0.38% active. AID 651999, 2013;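 active = pattern-corrected inhibition above about 35%, with an unprinted fluorescence ratio check between 0.5 and 1.5, limit read from the data, passing the limit was not always enough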;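 note: 0% = enzyme with substrate and 100% = substrate without enzyme; some results filed as inactive read as strong as hits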
# Target sequence (Q92905 whole entry, looked up, one chain of several): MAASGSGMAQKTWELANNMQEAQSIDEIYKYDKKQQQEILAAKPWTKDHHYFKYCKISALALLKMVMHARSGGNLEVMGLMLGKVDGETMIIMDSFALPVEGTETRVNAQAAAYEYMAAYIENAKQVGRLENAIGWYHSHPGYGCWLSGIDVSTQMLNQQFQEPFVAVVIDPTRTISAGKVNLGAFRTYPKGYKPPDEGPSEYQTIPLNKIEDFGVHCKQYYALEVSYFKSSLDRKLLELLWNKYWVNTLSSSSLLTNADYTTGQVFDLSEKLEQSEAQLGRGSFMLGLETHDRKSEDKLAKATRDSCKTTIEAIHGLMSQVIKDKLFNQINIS
#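 Detection – fluorescence polarization · System – HEK293T-derived human Csn5 enzyme · Controls – substrate-only high control, full reaction low control · Timing – 90 min, room temperature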
# PABP1 MLLE inh: inhibitors of PABP1 MLLE–PAM2 peptide binding, primary screen, biochemical, fluorescence polarization, FITC-PAM2, GST-MLLE; Polyadenylate-binding protein 1 (Homo sapiens), P11940; AID 588489, 2011; 360,000 tested, 0.36% active; inhibition, % at 20 µM; in the data active = inhibition above about 35%, passing the limit was not always enough;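 note: plate controls were DMSO wells with GST-MLLE for no effect and wells lacking GST-MLLE protein for full effect; some results filed as inactive read as strong as hits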
# Target sequence (P11940 whole entry, looked up): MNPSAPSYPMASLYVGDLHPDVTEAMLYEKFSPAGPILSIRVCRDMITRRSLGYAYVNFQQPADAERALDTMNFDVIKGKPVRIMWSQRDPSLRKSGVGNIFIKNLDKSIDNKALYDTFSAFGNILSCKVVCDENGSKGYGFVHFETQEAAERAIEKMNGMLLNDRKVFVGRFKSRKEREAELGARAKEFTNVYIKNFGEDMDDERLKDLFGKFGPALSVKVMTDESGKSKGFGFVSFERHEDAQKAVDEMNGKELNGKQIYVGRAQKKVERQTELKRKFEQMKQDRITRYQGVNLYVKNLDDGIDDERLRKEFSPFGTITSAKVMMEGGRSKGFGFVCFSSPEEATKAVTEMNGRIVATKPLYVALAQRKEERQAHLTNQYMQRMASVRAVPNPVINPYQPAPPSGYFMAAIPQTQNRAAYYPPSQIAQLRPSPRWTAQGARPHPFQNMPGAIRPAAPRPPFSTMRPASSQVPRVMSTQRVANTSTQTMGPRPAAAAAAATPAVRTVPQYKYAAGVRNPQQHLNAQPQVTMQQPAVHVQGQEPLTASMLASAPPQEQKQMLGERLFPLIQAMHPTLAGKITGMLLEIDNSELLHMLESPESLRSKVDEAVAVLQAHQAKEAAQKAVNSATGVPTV
# Scp1 inh: Scp-1 phosphatase inhibitors, primary screen, biochemical, colorimetric, uHTS. inhibition, % at 20 µM. AID 493091, 2011. Carboxy-terminal domain RNA polymerase II polypeptide A small phosphatase 1 (Homo …. Recombinant Scp1, phosphopeptide, malachite green phosphate absorbance. 340,000 tested, 0.88% active;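 active = inhibition above about 50% at 20 µM, limit read from the data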;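 note: plate controls were DMSO wells with enzyme for no effect and wells lacking enzyme for full effect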
#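 Test system: SCP-1 phosphatase catalytic domain, residues 76-261 | Compound dosing: One concentration, 20 µM, with 1.0% DMSO | Schedule: 45 min room-temperature reaction, 5 min colour, 30 min stabiliser | Detection: Absorbance at 630 nm | Read-out basis: % inhibition of SCP-1 phosphate liberation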
# Rpn11 block: Rpn11 (PSMD14) deubiquitinase inhibitors, primary screen, biochemical, fluorescence polarization, uHTS | 360,000 tested, 0.59% active | human 26S proteasome, Ub4-pepOG fluorescence polarization; 20S core pre-blocked with epoxomicin | calls only at 20 µM;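 active = inhibition at 20 µM, scaled to each plate's controls, above about 33%, limit read from the data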
# STEP inh: STEP phosphatase inhibitors, primary screen, biochemical, fluorescence intensity, uHTS; Tyrosine-protein phosphatase non-receptor type 5 (Homo sapiens), P54829; recombinant STEP, OMFP fluorogenic substrate; inhibition, % at 20 µM; 360,000 tested, 0.25% active; AID 588621, 2011;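 active = inhibition at 20 µM, scaled per plate between control wells, above about 37%, limit read from the data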;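 note: 0% = DMSO with enzyme and substrate and 100% = substrate only without enzyme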
#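 medium = Bis-Tris buffer pH 6.0, 2.5 mM DTT, 0.005% Tween 20 | test system = STEP (striatal-enriched tyrosine phosphatase) enzyme, cell-free | measure = normalized % inhibition | compound dosing = 20 µM, 1% DMSO | also added = 25 µM OMFP | schedule = reaction 20 min, ambient temperature | measured by = fluorescence read at 480 nm ex / 540 nm em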
# * marks the source's active call; other numbers are inactive results; i = inactive; / = not tested or not shown. Compounds as they come; 3.6% or so of the library scored in one or more.
SMILES,LMPTP block,TbMetRS inhib,SUMO1-SIM PPI,NadD block,DNMT1 block,CSN deneddyl inh,PABP1 MLLE inh,Scp1 inh,Rpn11 block,STEP inh
COc1ccc(OC)c(/C=C(\NC(=O)c2ccccc2)C(=O)N/N=C/c2ccc(C)s2)c1,0.2,0.2,8,12,4,25,-44,-3,/,3
COc1ccc(NC(=O)c2cccnc2SC)cc1OC,-0.5,-0.5,0,-4,-3,4,-3,-4,i,-4
Cn1c(=O)[nH]c(NC2CCCCC2)c([N+](=O)[O-])c1=O,-1.0,0.4,2,3,1,-2,1,-5,i,-1
Cc1ccc(C(C#N)c2ccc(C(=O)c3ccc(F)cc3)cc2)cc1 (stereo not drawn),3.2,-0.3,3,1,3,-4,11,-18,i,13
CCCOc1ncnc2c1[nH]c1ccc(OC)cc12,0.0,1.0,0,-2,1,5,-8,-4,i,-1
CCOC(=O)CSc1nnc(-c2ccc3ncccc3c2)n1C,-1.5,-0.6,2,-6,2,-3,3,-2,i,-2
COc1ccc(C(=O)OCC(=O)NC2CC2)cc1S(=O)(=O)Nc1ccc(C)cc1,0.0,-0.6,5,-5,0,0,-11,-5,i,-3
CCCCn1c(SCC(=O)/C(C#N)=C(\C)N)nc2ccccc2c1=O,1.2,-0.1,4,-3,-6,2,-68,-1,i,1
O=C(O)c1ccccc1C1Nc2ccccc2C(=O)N1CCCN1CCOCC1 (stereo not drawn),-1.1,-0.9,-4,-7,1,3,5,-23,i,-1
CCOC(=O)C1=CCN(S(=O)(=O)c2ccccc2)C1c1ccccc1 (stereo not drawn),0.3,-0.1,0,-3,-18,121*,27,/,i,-1
COc1ccc(C(=O)Nc2c(Cl)cc(Cl)cc2C(=O)N2CCC(C)CC2)cc1,-0.7,0.2,-2,1,0,-5,2,4,i,0
NS(=O)(=O)c1ccc(S(=O)(=O)N(Cc2ccccc2F)CC2CCCO2)cc1 (stereo not drawn),-0.5,0.0,0,1,2,7,-13,-6,i,-2
CC1CCN(C(=O)CN(Cc2ccccc2)S(C)(=O)=O)CC1,-1.6,-0.6,1,-6,2,-6,-2,-10,i,1
O=C(O)/C=C/C(=O)N1CCN(Cc2ccc3c(c2)OCO3)CC1,-1.3,-1.1,1,-3,3,-2,-4,-1,i,0
COC(=O)c1cc(S(=O)(=O)N(C)C2CCCCC2)c[nH]1,-0.4,-0.1,4,-4,2,-1,-2,-9,i,-1
CCOC(=O)CC1C(=O)NCCN1C(=O)c1ccc(F)cc1F (stereo not drawn),1.2,-0.5,1,-6,1,0,8,0,i,-3
Cc1cccc(C(=O)Nc2sc(C)c(-c3ccccc3)c2C#N)c1,0.6,-3.0,-1,-5,2,0,-40,-7,i,1
COc1cc(CCCN2C(=O)C(=O)NC[C@H]2Cc2cccc3ccccc23)cc(OC)c1OC,0.8,-0.4,4,2,1,0,4,-6,i,0
CCCNC(=O)/C=C/C(=O)O,-1.1,-0.2,2,-6,-1,5,2,-2,i,-3
COc1ccc(/C=C(\C#N)C(=O)OCC(=O)NCc2ccccc2)cc1,-2.0,0.5,-5,-1,5,-8,4,-5,i,2
Cc1ccn2c(c1)nc(=O)c1cc(S(=O)(=O)N3CCCCC3)ccc12,2.1,-0.4,5,0,-1,2,-11,-7,i,0
COC(=O)C1=C(C)NC2=C(C(=O)CCC2)C1c1cccc(C)n1 (stereo not drawn),-0.7,-0.1,1,-1,0,-3,15,0,i,4
CCN(CC)S(=O)(=O)c1ccc2oc(C(=O)Nc3ccc(OC)cc3OC)c(C)c2c1,5.8,-0.3,-5,-6,-1,-4,12,-6,i,3
COc1cc(CC(=O)OCn2nnc3ccccc3c2=O)cc(OC)c1OC,-0.3,-1.4,2,-5,5,-2,7,2,i,-3
O=C(NC1CCCCC1)C1c2ccccc2C(=O)N1Cc1ccco1 (stereo not drawn),-1.3,0.2,3,3,-2,3,3,0,i,-1

# Fetched by compound from above:
SMILES,LMPTP block,TbMetRS inhib,SUMO1-SIM PPI,NadD block,DNMT1 block,CSN deneddyl inh,PABP1 MLLE inh,Scp1 inh,Rpn11 block,STEP inh
NS(=O)(=O)c1ccc(S(=O)(=O)N(Cc2ccccc2F)CC2CCCO2)cc1 (stereo not drawn),-0.5,0.0,0,1,2,7,-13,-6,i,-2
CCOC(=O)C1=CCN(S(=O)(=O)c2ccccc2)C1c1ccccc1 (stereo not drawn),0.3,-0.1,0,-3,-18,121*,27,/,i,-1

# Additional records follow:
SMILES,LMPTP block,TbMetRS inhib,SUMO1-SIM PPI,NadD block,DNMT1 block,CSN deneddyl inh,PABP1 MLLE inh,Scp1 inh,Rpn11 block,STEP inh
CCCC(=O)N1CCN(c2nc3ccc(Cl)cc3s2)CC1,-0.8,0.2,-3,0,-1,2,-9,-2,i,1
CC(=O)N1CCN(CC(=O)Nc2cccc(S(=O)(=O)N3CCCCCC3)c2)CC1,-0.7,-2.2,0,-1,6,-4,-11,5,i,0
CCOC(=O)c1c(NC(=S)NC(=O)c2ccco2)sc2c1CCCC2,-1.1,0.0,4,2,5,-1,5,-14,i,-3
CCC(=O)c1ccc(OCC(=O)NCC2(N3CCCCC3)CCCCC2)cc1,1.9,0.0,2,5,1,3,-10,-5,i,0
COC(=O)CN1C(=O)COc2ccc(S(=O)(=O)NCc3ccccc3)cc21,-0.8,0.6,-1,0,-1,1,-2,-5,i,0
COc1ccc(S(=O)(=O)NCC2CCCO2)cc1NC(=O)c1ccc(Cl)cc1 (stereo not drawn),0.2,-0.1,4,-5,0,1,7,-4,i,1
Cc1ccc(N(CC(=O)Nc2ccc(C)cn2)S(=O)(=O)c2c(C)nn(C)c2C)cc1,-0.9,-0.8,-2,-1,0,2,-5,-6,i,-2
O=C(Nc1cccc(C(=O)O)c1)/C(=C\c1ccco1)NC(=O)c1ccccc1,-1.7,-0.3,-1,2,0,-1,-10,14,i,1
O=C(CCCCl)NC(=S)Nc1ccc(CN2CCOCC2)cc1,-0.6,0.2,6,4,-2,-2,0,0,i,1
CCN1C(Nc2ccccc2)=NC[C@@H]1C,-1.9,-0.1,3,-1,3,-1,16,-8,i,-2
CCNC(=O)c1cc(S(=O)(=O)N2CCSCC2)ccc1OC,-1.5,0.2,6,-1,-1,-2,-4,-2,i,-1
CC(C)CCNc1ncnc2c1nnn2Cc1ccccc1,-0.9,-1.4,6,-4,3,3,8,-10,i,-1
Cc1c(NC(=O)CN2C(=O)c3ccccc3S2(=O)=O)c(=O)n(-c2ccccc2)n1C,-0.8,-0.3,1,-1,-1,4,5,3,i,2
Cc1ccc(NC(=O)C2CCN(S(=O)(=O)c3ccc4c(c3)NC(=O)CO4)CC2)cc1C,0.6,-0.8,-2,2,-2,-3,-12,-9,i,-2
Cn1c(N)c(C(=O)COC(=O)C23CC4CC(CC(C4)C2)C3)c(=O)n(C)c1=O,0.5,-0.2,10,-4,2,-3,5,-13,i,2
COc1ccc(NC(=O)C2CC(=O)N/C(=N/N=C/c3ccccc3)S2)cc1 (stereo not drawn),-2.9,-0.6,-2,-4,9,9,3,4,i,4
NC(=O)C1CCN(C2CC(=O)N(Cc3ccc(N4CCCC4=O)cc3)C2=O)CC1 (stereo not drawn),-2.2,-0.1,-1,3,2,7,2,9,i,-4
COC(=O)c1ccc(NC(=O)CSc2nc3ccccc3c(=O)[nH]2)cc1,0.0,0.4,4,1,-3,2,2,-1,i,-4
CN(CCN1CCOCC1)C(=O)c1cc(COc2ccc(F)c(F)c2)on1,-1.3,-0.3,2,-3,-2,-2,8,2,i,11
CCCNC(=O)COC(=O)c1cc(C)nc2ccccc12,-0.2,-1.5,-3,-2,3,-1,7,-9,i,-2
CC(CNS(=O)(=O)c1ccccc1)(c1ccccc1)N1CCCCC1 (stereo not drawn),-0.3,1.7,-2,-3,2,-5,-5,1,i,0
COc1ccc2ccccc2c1/C=N/NC(=O)c1nnn(-c2nonc2N)c1CN(C)C,-0.5,-0.3,4,1,4,0,-6,-3,i,3
Cc1ccc([C@H]2C[C@H](n3cc(C4CC4)nn3)[C@@H](O)CN2C(=O)C2CCCCC2)cc1,-1.2,-0.5,0,10,4,-1,-13,/,i,-1
CCOC(=O)C1=C(N)Oc2c(oc(CO)cc2=O)C1c1ccc(F)cc1 (stereo not drawn),0.4,-1.1,-3,4,3,-3,-1,3,i,-1
Cc1cccc(NC(=O)C2=C(O)c3ccccc3N(C)S2(=O)=O)c1,-2.4,0.0,3,-7,0,-3,-3,-7,i,-1
# Next part.
SMILES,LMPTP block,TbMetRS inhib,SUMO1-SIM PPI,NadD block,DNMT1 block,CSN deneddyl inh,PABP1 MLLE inh,Scp1 inh,Rpn11 block,STEP inh
CCN1CCN(c2cc(C)nc(-c3ccccc3O)n2)CC1,0.9,-0.5,4,-12,3,-2,-5,-7,i,3
O=C1CC(c2cccs2)c2ccc3ccccc3c2N1 (stereo not drawn),0.7,0.5,-15,3,-4,-1,5,-5,i,0
COc1cccc(OC)c1C(=O)NC(=O)Nc1c(C)cccc1C,-0.8,0.0,0,-1,1,0,3,-4,i,1
NC(=O)C1CCN(C(=O)c2ccc([N+](=O)[O-])cc2NC(=O)c2cccs2)CC1,0.0,-0.8,-27,-5,3,-1,-13,7,i,-2
O=C(CN1C(=O)/C(=C/c2ccccc2F)SC1=S)NC1C=CS(=O)(=O)C1 (stereo not drawn),27,-0.4,-1,-1,54*,10,14,17,i,14
O=C1C2C3CC4C5C3C1C5C1(SCCS1)C42 (stereo not drawn),0.5,-0.3,3,-7,-1,1,0,/,i,3
CNC(=O)c1[nH]cnc1C(=O)Nc1ccc(F)cc1,-0.8,-1.4,1,0,2,0,10,5,i,-1
O=Cc1cccc(OCc2cn(CC(=O)c3ccc(O)cc3)nn2)c1,-0.9,-0.9,4,17,58*,4,14,/,i,2

# Compound activity (PubChem BioAssay)
